# Bioassay records as filed in PubChem.
# miR122 inh – miR-122 Renilla sensor signal increase in Huh7, primary screen, miR-122 inhibitor project, cell-based, single point, plate reader | activation (reporter increase), % at 12.5 µM | Huh7 miR-122 Renilla luciferase sensor, 48 h; neutral wells = 0, positive control = 100 | 0.3% of 340,000 active | AID 602342, 2012;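 active means mean replicate activation score at least 90 and every replicate individually at or above 90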;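 further: higher luciferase means less miR-122 activity so hits act as miR-122 inhibitors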
# * hit, by the source's call.
SMILES,miR122 inh
Cc1nc2sc(C(c3ccccc3)N3CC(C)OC(C)C3)c(O)n2n1 (configuration not stated),14.4
COc1ccc(CCN2CCCn3c2nc2c3c(=O)n(Cc3ccccc3F)c(=O)n2C)cc1OC,2.9
CCOc1ccc(S(=O)(=O)N2Cc3ccccc3CC2C(=O)NCCCn2ccnc2)cc1 (configuration not stated),3.7
Cc1ccc(NC(=O)C(OC(=O)c2ccccc2Cl)c2ccccc2)cc1Cl (configuration not stated),48.1
CN(C)CCCCNCCCNC(=O)/C=N\O,-8.8
COc1ccc2c(c1[N+](=O)[O-])CCC/C2=N/OC(=O)c1cccc2ccccc12,-5.2
CN1C(=S)SC(C)(C)C1(C)NO (configuration not stated),-1.2
N#CC(c1ccccc1)C1CCN(Cc2ccccc2)CC1 (configuration not stated),0.4
CCOC(=O)N1CCN(C2CC(=O)N(c3ccc(Cl)c(Cl)c3)C2=O)CC1 (configuration not stated),-1.2
CCOC(=O)C1=NN(c2ccc(Cl)cc2)C(c2ccccc2)CC1=O (configuration not stated),1.0
NC(=O)C1CCN(C(=O)CSc2nc3ccccc3o2)CC1,0.2
CCCCOc1ccc(CNC(=O)NS(=O)(=O)c2ccc(OCC(C)C)cc2)cc1,-2.1
CCS(=O)(=O)N1CCN(C(=O)c2cccnc2)CC1,0.5
CC(C)NC(=O)C(=O)NCCc1ccc(Cl)cc1,-5.7
CC(C)(C)CC(C)(C)NC(=O)CSCC(=O)Nc1ccc2ccccc2c1,2.7
Cc1ccc(-n2c(C)cc(C(=O)CSc3nnnn3C)c2C)cc1,-3.0
O=c1c2cccc3c2c(nn1CN1CCOCC1)-c1ccccc1-3,-7.8
O=C(Cn1cnc2ccccc2c1=O)c1cccs1,-3.2
Cc1ccc(Cn2c(C(=O)NCCCN3CCOCC3)cc3sccc32)cc1,23.5
CS(=O)(=O)N(CC(=O)NCc1ccccc1Cl)C1CCCCC1,0.0
Cc1cccc(C(=O)Oc2csc(=S)n2C(=O)c2cccc(C)c2)c1,-0.1
O=c1c2c(nc3cc(-c4cccc(Cl)c4)[nH]n13)CCC2,-1.1
CCC(C)(C)NCC(=O)Nc1ccc(OC(F)(F)F)cc1,-4.7
CC(CS(=O)(=O)c1cccc2cccnc12)N1CCCCC1 (configuration not stated),0.4
Clc1ccc(Cl)c2sc(N3CCOCC3)nc12,0.7

# Part of the list above in order of molecular weight, low to high:
SMILES,miR122 inh
O=c1c2c(nc3cc(-c4cccc(Cl)c4)[nH]n13)CCC2,-1.1
CCC(C)(C)NCC(=O)Nc1ccc(OC(F)(F)F)cc1,-4.7
CC(CS(=O)(=O)c1cccc2cccnc12)N1CCCCC1 (configuration not stated),0.4
Cc1ccc(-n2c(C)cc(C(=O)CSc3nnnn3C)c2C)cc1,-3.0
CCOC(=O)N1CCN(C2CC(=O)N(c3ccc(Cl)c(Cl)c3)C2=O)CC1 (configuration not stated),-1.2

# (more compounds)
SMILES,miR122 inh
Cc1cccc(C)c1N=Cc1c(O)n(-c2nccs2)c(=O)c2ccccc12,-2.5
Cc1nc(NC(C)c2ccccc2)c2c3c(sc2n1)CCC3 (configuration not stated),15.1
COc1cc(NC(=O)c2ccccc2)cc(OC)c1,3.3
Cc1ccc(S(=O)(=O)Nc2ccc(S(=O)(=O)NC(C)(C)C)cc2)cc1,11.0
O=c1c2ccccc2nnn1CSc1nnc2ccccn12,-4.1
Cc1nn(CC(O)COc2ccc3c(c2)CCC3)c(C)c1Br (configuration not stated),1.9
Cc1ccc(NC(=O)NC2=N/C(=C(/C#N)C(=O)N3CCCC3)c3ccccc32)cc1,-16.8
Cc1ccc(Oc2c(C=O)c3ccccc3n2C)cc1,1.3
CN1C(=O)C(O)(C2COC(C)(C)CC2=O)c2ccccc21 (configuration not stated),-0.9
CCC(=O)Nc1ccc2c(c1)ncn2-c1ccc(OC)cc1,-7.7
CCCCC1OC23CCCCC2C(C#N)(C(=N)O3)C1(C#N)C#N (configuration not stated),-3.2
CC(=O)N1CCC(N(CCCOC(C)C)C(=O)Nc2ccc(C)c(C)c2)CC1,10.1
CCN=C1Cn2c(nc3scc(-c4ccccc4)c3c2=O)CN1CC,-4.7
CCCC1=NCCn2cccc21,-4.1
N#Cc1c(NC(=O)CSc2ncn[nH]2)sc2c1CCCCC2,-1.1
Cc1cccc(/C=C2/S/C(=N/N=C3\CC4CCC3(C)C4(C)C)NC2=O)c1 (configuration not stated),7.0
CC1(C)CC(=O)C(C=NCCc2ccc(O)cc2)=C(O)C1,3.0
CCC(=O)Nc1nonc1-c1nc2ccccc2n1Cc1cccc2ccccc12,15.7
CCOc1ccc(C(C)(C)C)cc1S(=O)(=O)N1CC(C)OC(C)C1 (configuration not stated),69.7
N#CCCN(C1CCCCC1)S(=O)(=O)CCOc1ccccc1,10.1
Cc1cc(C(F)F)n2nc(C(=O)Nc3ccccc3Br)nc2n1,-0.4
Cc1ccc(Cl)cc1N1CCN(C(=O)Cc2cn(C)c3ccccc23)CC1,3.6
COc1cc(Cl)ccc1S(=O)(=O)n1nc(C)cc1C,-12.0
CCN(C(C)=O)c1cccc2ccccc12,-4.7
COn1c(=O)c(=O)n(O)c2ccccc21,-0.3
SMILES,miR122 inh
CCn1cc(C(=O)NCCC(C)C)c(=O)c2cc(S(=O)(=O)N3CCCCC3)ccc21,1.2
CCOCc1cnc(C)nc1NCC(=O)c1c(C)[nH]c2ccccc12,-0.4
CCOC(=O)c1ccc(NC(=O)CSc2nnc(COc3ccccc3OC)n2CC)cc1,-13.0
CC12CCC(c3nnc(SCc4ccc(Cl)cc4)nc31)C2(C)C (configuration not stated),26.8
COc1cccc(N(CC(=O)NCCSc2ccccn2)S(C)(=O)=O)c1,-10.9
COc1cc(Nc2nc(-c3ccccc3)c3cc(C)ccc3n2)cc(OC)c1OC,-0.4
CCOC(=O)N1CCN(C(=O)CSCc2ccc(C)cc2)CC1,-2.7
COc1cccc(C(=O)/C=C/c2ccc(N3CCCCC3)c([N+](=O)[O-])c2)c1,-6.5
c1ccc(Cn2c(Nn3cnnc3)nc3ccccc32)cc1,0.9
O=C(CSc1nc(-c2ccccc2)nn1C(=O)c1ccccc1)Nc1cccc([N+](=O)[O-])c1,-1.2
CCCS(=O)(=O)N1CCN(S(=O)(=O)c2ccccc2)CC1,-8.2
O=S(=O)(c1ccc(Cl)s1)N1CCc2ccccc2C1,5.9
O=C(CCC(=O)N1CCc2ccccc2C1)N1CCN(S(=O)(=O)c2ccccc2)CC1,-8.6
Cc1ccn(C(=O)c2cc3c(C)nn(-c4ccccc4)c3s2)n1,0.4
CC(C)(CNCC(O)c1ccccc1)N1CCOCC1 (configuration not stated),4.5
CCOC(=O)c1cnn(-c2cc(C)c3ccccc3n2)c1N,3.2
CCN(CC(=O)Nc1ccc2c(c1)OCCO2)C(=O)c1cccc(S(=O)(=O)N2CCOCC2)c1,0.3
COc1cc(NC(C)C(=O)N2CC(C)OC(C)C2)cc(OC)c1 (configuration not stated),-3.0
Cn1cc(Br)c(C(=O)N2CCc3ccccc32)n1,2.8
CCOc1ccccc1N=C1NC(=O)CS1,-8.8
COCc1[nH]nc2c1C(c1ccccc1Cl)C(C#N)=C(N)O2 (configuration not stated),4.2
COc1ccc(C(C(=O)NC2CCCCC2)N(C(=O)c2sc(C)nc2C)c2ccccc2C)cc1 (configuration not stated),1.8
Clc1ccc(-c2cc(CSc3cccc(Cl)c3)on2)cc1,-4.1
O=C(Nc1ccccc1N1CCOCC1)c1cc(-c2ccco2)nc2ccccc12,2.1
O/N=C1/CCc2cccc3cccc1c23,13.2

# As entered above:
# Value of O=C(CSc1nc(-c2ccccc2)nn1C(=O)c1ccccc1)Nc1cccc([N+](=O)[O-])c1 in miR122 inh: -1.2
# Value of c1ccc(Cn2c(Nn3cnnc3)nc3ccccc32)cc1 in miR122 inh: 0.9
# Value of CCN(CC(=O)Nc1ccc2c(c1)OCCO2)C(=O)c1cccc(S(=O)(=O)N2CCOCC2)c1 in miR122 inh: 0.3

# Next results
SMILES,miR122 inh
Cc1nn(-c2ccccc2)c(C)c1C(=O)OCC(=O)Nc1ccc2c(c1)OCO2,11.2
CC(=O)C1=C(C)OC(N)=C(C#N)C1c1cc2cccc(C)c2nc1Cl (configuration not stated),-7.5
CCOc1ccc(CCNC(=O)CCN2C(=O)COc3ccccc32)cc1OCC,-4.8
O=C(NC(NC(=O)c1ccccc1)c1cccc([N+](=O)[O-])c1)c1ccccc1,1.7
CCSc1nc2c(c(=O)[nH]1)C(c1ccccn1)C1=C(CC(C)(C)CC1=O)N2 (configuration not stated),-3.6
O=C(O)c1ccc(OC(F)(F)C(F)C(F)(F)F)cc1 (configuration not stated),-4.2
CC(=O)c1ccc2c(ccc3ccccc32)c1,-2.9
O=C(CN1C(=O)CCS(=O)(=O)c2ccccc21)Nc1ccc2c(c1)OCCO2,2.6
C=CCN1C(=O)C(Cc2ccccc2)S/C1=N/N=C/c1cccs1 (configuration not stated),4.1
C=CCn1c(-c2c[nH]c3ccccc23)n[nH]c1=S,-0.6
Cc1ccccc1C(=O)Nc1nc(=S)ss1,8.6
CCCCSc1nnc(-c2ccc(C)cc2)o1,1.3
O=C(NCc1ccccc1)C1CCN(S(=O)(=O)N2CCCCCC2)CC1,-5.1
COc1cc(C(=O)Nc2cccc(-c3nc4ncccc4o3)c2C)cc(OC)c1OC,-4.7
CCc1nc(Nc2ccc3nccnc3c2)c2oc3ccccc3c2n1,6.6
CC1CN(c2ccc([N+](=O)[O-])c(NCCOc3ccccc3)c2)CCN1 (configuration not stated),13.2
CC12c3ccccc3C(c3ccccc31)C1C(=O)N(Cc3cccnc3)C(=O)[C@H]12 (some centres not stated),18.0
CCCC(=O)Nc1cc(C)c(NC(=O)C23CC4CC(CC(C4)C2)C3)cn1,-4.4
Cc1cc(NC(=O)C(C)Oc2ccc(Cl)cc2Cl)n(-c2ccccc2)n1 (configuration not stated),-4.0
Cc1cc(NC(=O)c2cc3n(n2)C(C(F)(F)F)CC(c2ccco2)N3)n(-c2ccccc2)n1 (configuration not stated),-4.9
Cc1cc2cc(CN(Cc3cccs3)C(c3nnnn3C(C)(C)C)C(C)C)c3nnnn3c2cc1C (configuration not stated),-8.7
CCOc1ccc2nc(NC3=NC(C)(C)C=C(C)N3)nc(C)c2c1,0.6
Cc1cc(F)ccc1NCc1ccncc1,10.7
O=C(NCc1cccs1)c1ccccc1F,3.0
COCc1cc(C)n(CC(=O)Nc2ccc(Cl)cc2Cl)c(=O)c1C#N,-7.3

# Brought forward from above: 2 entries; new compounds follow.
SMILES,miR122 inh
O=C(NCc1cccs1)c1ccccc1F,3.0
COCc1cc(C)n(CC(=O)Nc2ccc(Cl)cc2Cl)c(=O)c1C#N,-7.3
C/C(=C\C(=O)c1cccnc1)Nc1ccc(C)c(C)c1,4.8
COCCNC(=O)c1cc(-c2ccc(OC)c(OC)c2)on1,-3.5
CNC(=S)N(Cc1ccc(OC)cc1)C1CC(=O)N(c2ccc(OC)cc2)C1=O (configuration not stated),-2.0
CCOC(=O)Cc1csc(NC(=O)CCCCCN2C(=O)c3cccc4cccc(c34)C2=O)n1,12.6
Cc1ccc(OCC(=O)N2CCN(C(=O)CCC3CCCC3)CC2)cc1,-0.4
CC(C)CC1(C)NC(=O)N(CCN2C(=O)c3ccccc3C2=O)C1=O (configuration not stated),2.2
O=C(/C=C/Nc1ccccc1)c1cnc(-c2ccccc2)s1,-2.0
CC(=O)N1CCC(C(=O)Nc2ccccc2)(N(Cc2ccccc2)C(=O)c2cccnc2)CC1,7.7
CCOC(=O)C1CCN(c2nc(C)nc3c2oc2ccccc23)CC1,-2.1
NC(=O)C1CCN(C(c2ccccc2F)c2nnnn2Cc2ccco2)CC1 (configuration not stated),-4.8
CCC(NC(=O)c1ccccc1O)c1ccccc1 (configuration not stated),2.7
O=C(c1cccnc1)N1CCN(CCCc2ccccc2)CC1,9.0
O=S(=O)(Nc1ccc2c3c(cccc13)CC2)c1ccc(F)cc1,18.1
CCn1c(COc2ccccc2C)nnc1SCC(=O)O,2.8
Cc1ccc(NC(=O)Cn2c(=O)n(CCCCC(=O)NCc3ccco3)c(=O)c3ccccc32)cc1,-3.6
Cn1c(=O)c2c(nc(CN3CCC(C(N)=O)CC3)n2CCc2ccccc2)n(C)c1=O,-28.3
Cc1ccc2nc(C)cc(N3CCOCC3)c2c1,-0.6
CC(C)c1ccc(-c2nn(-c3ccccc3)cc2C2C(C#N)=C(N)OC3=C2C(=O)CC(C)(C)C3)cc1 (configuration not stated),-2.0
COC(=O)CCC(=O)NNC(=O)c1cccc(Cl)c1,-1.6
Fc1cccc(Cl)c1Cn1nnc2c(-n3ccnc3)ncnc21,-2.2
O=C(NCC1c2ccccc2CCN1C(=O)CN1C(=O)c2ccccc2C1=O)C1CCCCC1 (configuration not stated),-7.8
COc1ccc(N2C(=O)CC(Sc3nccc(C)n3)C2=O)cc1 (configuration not stated),-0.2
COc1ccc(Cc2nnc(SC)[nH]c2=O)cc1,-4.6
Cc1ccc2[nH]c(=O)c(C(c3nnnn3CC3CCCO3)N3CCCc4ccccc43)cc2c1 (configuration not stated),6.7
CCN(CC(=O)Nc1ccccc1C(=O)OC)S(=O)(=O)c1ccccc1,7.1
SMILES,miR122 inh
Cc1ccc(S(=O)(=O)Nc2ccc3c4c(cccc24)CC3)c(C)c1,198.4*
C=C(C)C1CC=C(C)/C(=N/NC(=S)Nc2ccccc2)C1 (configuration not stated),0.4
CCOC(=O)CN1C(=N)N(c2nc(NC(C)C)nc(NC(C)C)n2)CC1=O,21.5
O=C1CC(N2CCC(c3nc4ccccc4o3)CC2)C(=O)N1c1cc(Cl)cc(Cl)c1 (configuration not stated),2.7
Cc1cccc(N2CCN(c3cc(C)nc4nnnn34)CC2C)c1 (configuration not stated),-0.9
COc1ccc(C(NC(=O)CNC(C)=O)C(=O)Nc2ccc3c(c2)OCCO3)cc1 (configuration not stated),0.5
COc1ccc([C@@H]2C[C@H]3[C@@H](CN2S(=O)(=O)c2ccccc2)C(=O)C[C@@H](c2cccc(Cl)c2)N3S(=O)(=O)c2ccc(C)cc2)cc1,-5.8
CC(=O)c1cccc(NC(=O)CCNS(=O)(=O)c2cccc3nsnc23)c1,-0.1
CCCN1C(=O)/C(=C2\SC(N3CCCCC3)=NC2=O)c2ccccc21,0.4

# Structures listed above printed as active in miR122 inh:
SMILES,miR122 inh
Cc1ccc(S(=O)(=O)Nc2ccc3c4c(cccc24)CC3)c(C)c1,198.4*

# Some of the compounds tested (hit frequency here may not be typical).
